Compound activity (PubChem)
EPAC2 antag = qHTS for Antagonist of cAMP-regulated guanine nucleotide exchange factor 2 (EPAC2): primary screen | Rap guanine nucleotide exchange factor 4 (Homo sapiens), Q8WZA2 | 360,000 compounds, 0.18% hits | EPAC2 GEF exchange of Rap1B-BODIPY-GDP, fluorescence | Potency, µM (titrated, usually from 114 µM), without a hit: top-dose activity, negative = inhibition, most hits filed as inhibitors | AID 720708, 2013; further: potency means the concentration at half of the fitted maximal effect; on the % scale 0 is the no-effect control and ±100 the full control effect; nearly all actives have a fitted effect of over 45% in size; many of its hits are not listed in these tables
PLK1 PBD inh = qHTS for Inhibitors of PLK1-PDB (polo-like kinase 1 - polo-box domain): Primary Screen | 360,000 compounds, 2.8% hits | Potency, µM, without a hit: max response, negative = inhibition, most hits filed as inhibitors | Plk1 PBD binding of FITC phosphopeptide, fluorescence polarization | AID 720504, 2013; further: potency means the concentration at half of the fitted maximal effect; series mostly up to about 57 µM; on the % scale 0 is the no-effect control and ±100 the full control effect; nearly all actives have a fitted effect of over 65% in size
Target sequence (P53350 whole entry, looked up, the tested form may be a part): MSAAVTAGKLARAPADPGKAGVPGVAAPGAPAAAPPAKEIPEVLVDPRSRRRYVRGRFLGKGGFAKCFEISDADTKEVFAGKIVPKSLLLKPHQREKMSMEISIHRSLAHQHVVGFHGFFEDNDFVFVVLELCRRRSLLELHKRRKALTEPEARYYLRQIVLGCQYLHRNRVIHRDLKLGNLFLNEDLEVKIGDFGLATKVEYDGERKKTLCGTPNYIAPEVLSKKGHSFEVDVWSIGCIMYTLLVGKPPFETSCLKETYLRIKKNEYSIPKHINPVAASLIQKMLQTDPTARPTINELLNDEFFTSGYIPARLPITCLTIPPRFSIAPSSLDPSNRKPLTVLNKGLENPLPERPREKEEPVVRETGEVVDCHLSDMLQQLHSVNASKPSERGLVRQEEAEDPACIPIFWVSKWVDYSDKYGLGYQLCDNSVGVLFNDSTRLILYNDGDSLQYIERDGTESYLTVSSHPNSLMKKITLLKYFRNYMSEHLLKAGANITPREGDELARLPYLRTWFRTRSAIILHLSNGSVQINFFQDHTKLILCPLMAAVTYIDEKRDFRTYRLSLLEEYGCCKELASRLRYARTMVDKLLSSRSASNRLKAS
EPAC1 ag = qHTS for Agonist of cAMP-regulated guanine nucleotide exchange factor 3 (EPAC1): primary screen | EPAC1 agonist qHTS, biochemical assay; response scale: 100% = response to 6.5 mM cAMP | Potency, µM (highest dose often 154 µM), for inactives: top-dose activation, most hits filed as activators | 360,000 compounds, 0.073% hits | AID 720707, 2013; further: potency means the concentration at half of the fitted maximal effect; nearly all actives have a fitted effect of over 60% in size
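Read-out is the fluorescence drop as BODIPY-GDP leaves Rap1B (480 nm excitation, 540 nm emission), recorded every 5 minutes over 30 minutes. Reactions held 100 nM EPAC1, 250 nM Rap1B–BODIPY-GDP and 50 uM GDP, with 6.5 mM cAMP setting full activation.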
WRN helicase inh = qHTS for Inhibitors of WRN Helicase | Bifunctional 3'-5' exonuclease/ATP-dependent helicase WRN (Homo sapiens), Q14191 | WRN helicase unwinding, fluorescent forked duplex, kinetic | Potency, µM (top dose mostly 114 µM), for inactives: at the top dose activity change, negative = inhibition, usual class: inhibitors | 360,000 compounds, 0.46% hits | AID 651768, 2012; further: potency means the concentration at half of the fitted maximal effect; on the % scale 0 is the no-effect control and ±100 the full control effect; nearly all actives have a fitted effect of over 55% in size
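Fluorescence dequenching readout, ex 525 nm/em 598 nm, kinetic mode: forked duplex DNA (100 nM final) with adjacent fluorophore and quencher unwound by WRN (20 nM final) with 2 mM ATP. Compound preincubation 15 min, room temperature.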
PI5P4K alpha inh = qHTS for Inhibitors of phosphatidylinositol 5-phosphate 4-kinase (PI5P4K); Phosphatidylinositol 5-phosphate 4-kinase type-2 alpha (Homo sapiens), P48426; PI5P4Kalpha enzyme, ADP-Glo luminescence, 60 min; stronger effect = lower value; 330,000 compounds, 1.2% hits; AID 652105, 2013; max response, %; active means max response of -50% or lower; inconclusive means between -30% and -50%; inactive means -30% or higher; further: value at the top dose of about 77 µM; on the % scale 0 is the no-effect control and ±100 the full control effect
Target sequence (P48426 whole entry, looked up): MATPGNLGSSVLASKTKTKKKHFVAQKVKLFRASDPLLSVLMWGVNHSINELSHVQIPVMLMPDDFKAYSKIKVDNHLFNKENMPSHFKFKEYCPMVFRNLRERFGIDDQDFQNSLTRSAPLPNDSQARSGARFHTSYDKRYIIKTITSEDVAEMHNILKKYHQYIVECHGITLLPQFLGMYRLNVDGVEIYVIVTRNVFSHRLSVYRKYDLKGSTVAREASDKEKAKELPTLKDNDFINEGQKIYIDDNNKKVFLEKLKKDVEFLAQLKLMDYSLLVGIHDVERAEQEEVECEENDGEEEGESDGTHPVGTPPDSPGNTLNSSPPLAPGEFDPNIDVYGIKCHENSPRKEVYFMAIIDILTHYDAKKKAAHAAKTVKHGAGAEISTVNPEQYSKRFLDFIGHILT
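PI5P4Kalpha ADP-Glo assay; 5 microM ATP final; 60 min RT reaction; HEPES pH 7.4/EGTA/CHAPS, 5% DMSO; controls lacking substrate or enzyme; luminescent end-point.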
Mm-Cpn inhibitor = Inhibitors of TCP-1 ring complex (TRiC) of Methanococcus maripaludis (MmCpn): qHTS; purified Mm-Cpn ATPase, ADP Transcreener TR-FRET; 330,000 compounds, 0.031% hits; Chaperonin Mm-Cpn (Methanococcus maripaludis); AID 504842, 2011; Potency, µM (series often up to 76.9 µM), inactives show at the highest dose activity, negative = inhibition, actives largely listed as inhibitors; further: potency means the concentration at half of the fitted maximal effect; on the % scale 0 is the no-effect control and ±100 the full control effect; nearly all actives have a fitted effect of over 80% in size
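Compound-treated chaperonin, 25 nM final, turns over 10 uM ATP at 37°C for 30 min following a 10 min preincubation; ADP generated competes with ADP-d2 for Eu-cryptate antibody, lowering FRET.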
EPAC1 antag = qHTS for Antagonist of cAMP-regulated guanine nucleotide exchange factor 3 (EPAC1): primary screen | Rap guanine nucleotide exchange factor 3 (Homo sapiens), O95398 | EPAC1 GEF assay, Rap1b-BODIPY-GDP exchange fluorescence | Potency, µM (titrated, usually from 115 µM), for the others: at the top dose activity change, negative = inhibition, actives largely listed as inhibitors | 360,000 compounds, 0.14% hits | AID 720709, 2013;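 further: potency means the concentration at half of the fitted maximal effect; plate controls were vehicle for no effect and positive control for full effect; nearly all actives have a fitted effect of over 50% in size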
CCT modulator = High-Throughput Screening for Modulators of Cytosolic Chaperonin Activity; 360,000 compounds, 0.3% hits; purified chaperonin ATPase assay, HTRF ADP detection, 30 min; activity change, % (no concentration beside the values), hits read low; in the data active means activity change below about -30%; further: on the % scale 0 is the no-effect control and ±100 the full control effect
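TRiC (40 or 20 nM final, by batch activity) in 30 mM Tris pH 7.4, 100 mM KCl, 5 mM MgCl2, 1 mM DTT was treated with compound at 76 uM single dose, then 10 uM ATP, 30 min at 37 °C. ADP was read by HTRF Transcreener.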
* = called active by the depositor; ? = inconclusive; nt = no result given; [ ] = dose if it differs, or a comment. Unless noted, the call rests on the fitted dose curve; in most records, active means well fitted curve in the direction sought with a large enough effect; inconclusive means small, poorly fitted or top-dose-only effect, or another doubt; inactive means no such curve, though single readings can be large; an effect the other way counts as inactive or inconclusive. Some of the compounds tested (hit frequency here may not be typical).

nr	structure	EPAC1 ag	EPAC1 antag	PI5P4K alpha inh	WRN helicase inh
1	Fc1ccc(C2CC(c3ccccc3)n3ncnc3N2)cc1 (stereo not given)	8%	6%	7	-3%
2	CCOC(=O)c1ccc(NC(=O)NCc2c(C)nn(CC)c2C)cc1	-9%	-5%	-3	-7%
3	COC(=O)c1ccc(COC(=O)CNC(=O)CNC(=O)c2ccc(OC)cc2)cc1	-4%	3%	2	12%
4	O=C1NC(c2ccccc2)=C(c2nc3ccccc3s2)C(c2ccc(F)cc2)N1 (stereo not given)	9%	-7%	nt	-10%
5	Cc1nc2c(C)cccn2c1/C(O)=C1\C(=O)C(=O)N(CCN2CCOCC2)C1c1ccncc1 (stereo not given)	4%	-5%	-1	6%
6	C/C(Cn1cnc([N+](=O)[O-])n1)=N\NC(=O)c1ccccc1	7%	-12%	8	0%
7	N#CCSc1nnc(-c2ccc(F)cc2)n1N	-9%	-1%	-2	2%
8	O=C(NCC1CCOCC1)c1ccc(OC2CCN(Cc3ccccn3)CC2)cc1	14%	-1%	9	-2%
9	O=C(NC1CC1)C1CCN(c2nc3ccccc3s2)CC1	8%	?	0	0%
10	CCOC(=O)C1=NN(c2ccccc2)C2=NC(C)=C(C(=O)OC)C(c3cccs3)N12 (stereo not given)	4%	-27%	0	-9%
11	CCC(CC)C(=O)Nc1cc(C(=O)OC)cc(C(=O)OC)c1	22%	-3%	nt	6%
12	COc1ccc(CCNC(=O)CCc2cn(C)c3ccccc23)c(OC)c1	9%	12%	-8	4%

nr	Mm-Cpn inhibitor	CCT modulator	EPAC2 antag	PLK1 PBD inh
1	0%	-1.4	-5%	-8%
2	1%	-1.3	10%	4%
3	nt	1.2	-12%	?
4	-1%	3.3	-19%	-1%
5	0%	-18	1%	-9%
6	-1%	-1.6	1%	-6%
7	5%	-0.1	5%	4%
8	1%	-0.3	2%	-5%
9	0%	-0.9	-16%	-4%
10	nt	-1.6	-5%	-9%
11	-6%	-2.5	-2%	-6%
12	3%	1.3	1%	-5%

(next part)
nr	structure	EPAC1 ag	EPAC1 antag	PI5P4K alpha inh	WRN helicase inh
13	CN(C)/C=N/c1nc2nccc(-c3cccnc3)n2n1	16%	9%	1	-3%
14	Cc1ccccc1CC1(CO)CCCN(Cc2ccn[nH]2)C1 (stereo not given)	-2%	8%	-2	1%
15	CC1C(=O)C(C)C(c2cccs2)NC1c1cccs1 (stereo not given)	-8%	-6%	0	5%
16	COc1ccc(Cl)cc1NC(=O)CN(C)C(=O)c1cc(-c2ccncc2)nc2ccccc12	?	-6%	2	-7%
17	CC(C)Oc1ccc(F)cc1-c1cc(C(=O)Nc2ccc(C(C)(C)C)cc2)[nH]n1	-20%	-7%	-1	0%
18	Cc1ccc(C2N(c3ccc(Cl)c(Cl)c3)C(=O)C3CCCN32)o1 (stereo not given)	-3%	2%	-6	2%
19	CCOC(=O)[C@]12CCCC=C1N(CCC1=CCCCC1)C(=O)[C@H](CC(=O)N1CCN(C(=O)c3ccco3)CC1)C2	-5%	1%	-7	0%
20	O=C(NC1CC1)c1cccc(NC(=O)c2cnn(-c3ccccc3)n2)c1	-4%	-4%	4	0%
21	COc1ccc(N(C)S(=O)(=O)c2ccc3c(c2)CCN3C(=O)C2CC2)c(OC)c1	6%	-4%	-1	-1%
22	CC(=O)Nc1ccc(S(=O)(=O)Nc2cccc3[nH]ncc23)cc1	-7%	6%	0	5%
23	COc1ccc(C2=NS(=O)(=O)N(C)C(C(=O)Nc3ccc4c(c3)OCO4)=C2)cc1	0%	-24%	0	-4%
24	COc1ccc(C2=NN(C(=O)CN3CCOCC3)C(c3nc4ccccc4[nH]3)C2)cc1 (stereo not given)	2%	-7%	4	2%

nr	Mm-Cpn inhibitor	CCT modulator	EPAC2 antag	PLK1 PBD inh
13	-5%	-0.8	1%	-3%
14	-3%	0.7	6%	-2%
15	-11%	-1.0	-4%	-7%
16	-3%	1.2	9%	0%
17	nt	2.1	4%	-4%
18	-1%	-1.4	4%	-7%
19	nt	nt	-1%	-20%
20	-3%	0.0	1%	7%
21	1%	1.5	-3%	0%
22	-1%	-1.8	4%	-12%
23	1%	-5.1	8%	-9%
24	2%	-1.1	6%	5%

Following part
nr	structure	EPAC1 ag	EPAC1 antag	PI5P4K alpha inh	WRN helicase inh
25	Cc1ccsc1C1NC(=O)c2ccccc2N1 (stereo not given)	5%	2%	-9	-16%
26	O=C(CN1CCN(C/C=C/c2ccccc2)CC1)Nc1ccc(F)cc1F	3%	-9%	-4	-12%
27	CC(C)(C)OC(=O)NCCCCCNC(=O)c1nc[nH]c1C(=O)NCc1ccc(CNC(=O)OC(C)(C)C)cc1	-34%[inhibitor]	-26%	-9	-10%
28	COc1ccc(-c2noc(CN3CCCCC3)n2)cc1OC	9%	13%	nt	3%
29	O=C(OC(C(=O)NCc1cccs1)c1ccccc1F)c1ccco1 (stereo not given)	4%	0%	-11	-1%
30	O=C(CSc1ccc(-c2cccs2)nn1)N1CCCCC1	1%	2%	-9	-1%
31	Cc1cccc(Nc2ncnc3nc[nH]c23)c1	1%	-5%	3	-2%
32	Cc1ccc(-n2nnnc2-c2cccs2)cc1[N+](=O)[O-]	-3%	3%	7	-5%
33	Cc1cccc(NC(=O)c2ccc(COc3ccc(Cl)cc3Cl)o2)n1	11%	-3%	15	-14%
34	CC(C)(C)NC(=O)N1CCn2cccc2C1c1ccccc1F (stereo not given)	9%	0%	6	-8%
35	CCc1nc(N2CCN(C(=O)CCl)CC2)c2c3c(sc2n1)CC(C)CC3 (stereo not given)	-3%	?	-4	-6%[57.1 µM]
36	Cc1nc(NCc2ccccc2)sc1C(=O)Nc1ccccc1	-7%	-10%	-3	?

nr	Mm-Cpn inhibitor	CCT modulator	EPAC2 antag	PLK1 PBD inh
25	-4%	-1.9	0%	-11%
26	1%	0.5	-5%	-1%
27	0%	-0.8	-14%	-4%
28	3%	-2.8	-2%	-6%
29	0%	0.5	-7%	2%
30	-2%	2.3	1%	-6%
31	0%	-0.7	-18%	-4%
32	nt	4.9	12%	2%
33	2%	3.1	0%	-2%
34	-2%	0.1	-6%	-7%
35	-2%	0.7	-6%	-5%
36	1%	-3.6	-3%	-7%

A different layout for part of the listing above:
Values run as follows: EPAC1 ag, EPAC1 antag, PI5P4K alpha inh, WRN helicase inh, Mm-Cpn inhibitor, CCT modulator, EPAC2 antag, PLK1 PBD inh
27: CC(C)(C)OC(=O)NCCCCCNC(=O)c1nc[nH]c1C(=O)NCc1ccc(CNC(=O)OC(C)(C)C)cc1
    -34%[inhibitor], -26%, -9, -10%, 0%, -0.8, -14%, -4%
30: O=C(CSc1ccc(-c2cccs2)nn1)N1CCCCC1
    1%, 2%, -9, -1%, -2%, 2.3, 1%, -6%
32: Cc1ccc(-n2nnnc2-c2cccs2)cc1[N+](=O)[O-]
    -3%, 3%, 7, -5%, nt, 4.9, 12%, 2%
35: CCc1nc(N2CCN(C(=O)CCl)CC2)c2c3c(sc2n1)CC(C)CC3 (stereo not given)
    -3%, ?, -4, -6%[57.1 µM], -2%, 0.7, -6%, -5%

Next part
nr	structure	EPAC1 ag	EPAC1 antag	PI5P4K alpha inh	WRN helicase inh
37	c1ccc(C2NCCn3cccc32)cc1 (stereo not given)	9%	10%	-2	11%
38	Cn1ccnc1SCC(=O)Nc1ccc2ccccc2c1	-1%	0%	nt	0%
39	C=C(C)COc1ccc(-c2ncncc2-c2ccc(OC)cc2)c(O)c1	8%	-8%	9	-2%
40	CC1CCN(S(=O)(=O)c2cccc(C(=O)NCc3ccco3)c2)CC1	5%	19%	-8	-16%
41	CCCN1CCN(CCCNC(=O)c2cc3c(=O)[nH]c4ccc(C)cc4c3s2)CC1	-1%	-9%	-11	38%[activator]
42	COC(=O)c1sccc1NC(=O)/C=C/c1ccc(Cl)cc1	-2%	6%	-3	-1%
43	NC(=O)C1(c2ccccc2)CCC(=O)N1c1ccccc1 (stereo not given)	8%	-9%	6	0%
44	Cn1nc(C(=O)Nc2ccc(S(=O)(=O)N3CCCCC3)cc2)ccc1=O	3%	-11%	0	-6%
45	CC1C(c2ccccc2)OCCN1C(=S)Nc1ccc(S(=O)(=O)N2CCCCC2)cc1 (stereo not given)	3%	4%	3	-4%
46	Brc1ccccc1/C=N/Nc1nc2ccccc2o1	1%	-23%	-5	-27%
47	COc1cc(CCC(=O)OCC(=O)Nc2ccc(C(N)=O)cc2)cc(OC)c1OC	15%	2%	0	-11%
48	CC(C)CNC(=O)c1c2c(nc3ccccc13)-c1ccccc1CC2	-5%	2%	0	1%
49	CCC/C(O)=C1\C(=O)CCCC1=NCCc1c(C)[nH]c2ccc(C)cc12	8%	-9%	-2	-3%

nr	Mm-Cpn inhibitor	CCT modulator	EPAC2 antag	PLK1 PBD inh
37	-1%	-2.7	5%	-8%
38	-8%	-8.4	1%	-11%
39	-4%	-0.4	-12%	-9%
40	-5%	1.3	11%	-4%
41	0%	-3.1	0%	-6%
42	0%	-2.2	16%	0%
43	1%	1.0	-5%	-1%
44	1%	-1.6	-1%	-3%
45	nt	-2.5	1%	-2%
46	-11%	-2.2	10%	-6%
47	-6%	-4.1	-4%	2%
48	-1%	-2.4	1%	-5%
49	1%	-1.7	-12%	-22%
